# Source: PubChem
# Nrf2 activator: qHTS of Nrf2 Activators; hit rate 0.31% among 410,000; AID 624171, 2012; AREc32 ARE-luciferase reporter (MCF7-derived line), luminescence, 24 h; Potency, µM (titrated, usually from 46.1 µM), without a hit: at the top dose activation, most hits filed as activators; further: potency means the concentration at half of the fitted maximal effect; % of control where 0% means no effect; nearly all actives have a fitted effect of over 65% in size
#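 Each well held 1000 AREc32 cells, which were incubated with compound for 24 hr at 37 deg C after overnight attachment, and ARE reporter activity was quantified by firefly luciferase luminescence.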
# pAkt inh: HTS Assay for Inhibitors of Akt Phophorylation: Primary Screen | Neuro2A IGF-stimulated pAkt S473 HTRF, 20 min; stronger effect = lower value | activity change, % for hits at 50 µM | hit rate 0.32% among 360,000; in the data active means activity change below about -80%; inconclusive means mostly about -51% to -80%; further: on the % scale 0 is the no-effect control and ±100 the full control effect
#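 Single-point screen (50 µM final compound) in Neuro2A cells stimulated 20 min with 6 nM IGF at 37 deg C. After lysis, Ser473-phosphorylated Akt read by HTRF (ex 330 nm, em 615/665 nm) as the 665/615 ratio.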
# Mm-Cpn inhibitor: Inhibitors of TCP-1 ring complex (TRiC) of Methanococcus maripaludis (MmCpn): qHTS | AID 504842, 2011 | purified Mm-Cpn ATPase, ADP Transcreener TR-FRET | hit rate 0.031% among 330,000 | Potency, µM (top dose mostly 76.9 µM), without a hit: top-dose activity, negative = inhibition, usual class: inhibitors; further: potency means the concentration at half of the fitted maximal effect; on the % scale 0 is the no-effect control and ±100 the full control effect; nearly all actives have a fitted effect of over 80% in size
#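 ATPase read-out: TR-FRET ADP immunoassay (anti-ADP Eu cryptate vs ADP-d2), ex 320 nm, em 590/665 nm; signal drops as ADP forms. Enzyme 25 nM, ATP 10 uM, 30 min at 37°C after 10 min compound preincubation.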
# A549 viability: Nrf2 qHTS screen for inhibitors: counterscreen for cytotoxicity. A549 ARE-Fluc cells, CellTiter-Fluor viability, 18-24 h. AID 504648, 2011. Potency, µM (titrated, usually from 46 µM), for inactives: top-dose activity change, negative = cytotoxicity, hits mostly inhibitors. hit rate 0.16% among 390,000; further: potency means the concentration at half of the fitted maximal effect; on the % scale 0 is the no-effect control and ±100 the full control effect
#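 A549 ARE-Fluc cells in 5% FBS OPTI-MEM, 5000 cells/well, rested 2 h then exposed to compounds in concentration-response for 18-24 h at 37 °C. Viability by CellTiter-Fluor fluorescence (Ex 405/Em 525) after 30 min; luciferase luminescence (BugLite, 15 min, RT) read afterwards.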
# EPAC2 antag: qHTS for Antagonist of cAMP-regulated guanine nucleotide exchange factor 2 (EPAC2): primary screen | hit rate 0.18% among 360,000 | EPAC2 GEF exchange of Rap1B-BODIPY-GDP, fluorescence | AID 720708, 2013 | Potency, µM (series often up to 114 µM), for inactives: at the highest dose activity, negative = inhibition, actives largely listed as inhibitors; further: potency means the concentration at half of the fitted maximal effect; on the % scale 0 is the no-effect control and ±100 the full control effect; nearly all actives have a fitted effect of over 45% in size; many of its hits are not listed in these tables
# Target sequence (Q8WZA2 whole entry, looked up): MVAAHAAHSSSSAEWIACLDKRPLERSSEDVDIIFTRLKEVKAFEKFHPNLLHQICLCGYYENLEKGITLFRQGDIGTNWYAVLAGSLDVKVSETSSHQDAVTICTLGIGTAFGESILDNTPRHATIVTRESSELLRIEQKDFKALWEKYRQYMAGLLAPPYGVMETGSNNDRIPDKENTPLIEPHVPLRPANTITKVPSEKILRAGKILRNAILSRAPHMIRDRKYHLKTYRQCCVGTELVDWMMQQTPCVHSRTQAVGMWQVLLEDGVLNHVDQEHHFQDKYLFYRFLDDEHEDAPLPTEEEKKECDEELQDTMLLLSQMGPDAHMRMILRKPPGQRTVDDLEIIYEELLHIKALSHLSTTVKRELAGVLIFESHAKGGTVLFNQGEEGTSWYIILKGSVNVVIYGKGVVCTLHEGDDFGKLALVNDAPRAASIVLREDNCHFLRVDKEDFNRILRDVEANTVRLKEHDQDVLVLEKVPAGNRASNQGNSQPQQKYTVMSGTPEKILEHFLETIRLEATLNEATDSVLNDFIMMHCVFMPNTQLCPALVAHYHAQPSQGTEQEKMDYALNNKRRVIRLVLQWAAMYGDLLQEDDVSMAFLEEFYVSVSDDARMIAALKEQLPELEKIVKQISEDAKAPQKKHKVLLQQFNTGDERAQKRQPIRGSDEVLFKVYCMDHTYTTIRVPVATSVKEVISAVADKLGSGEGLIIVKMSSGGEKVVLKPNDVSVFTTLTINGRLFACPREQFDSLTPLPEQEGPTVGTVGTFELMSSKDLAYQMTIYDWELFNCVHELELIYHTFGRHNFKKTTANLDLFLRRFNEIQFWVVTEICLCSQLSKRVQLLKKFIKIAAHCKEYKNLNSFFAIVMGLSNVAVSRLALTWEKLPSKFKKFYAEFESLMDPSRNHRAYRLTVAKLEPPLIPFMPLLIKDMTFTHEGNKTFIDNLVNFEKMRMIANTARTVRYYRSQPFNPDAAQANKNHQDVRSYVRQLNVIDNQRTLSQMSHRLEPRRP
# Nrf2 block: Nrf2 qHTS screen for inhibitors; Potency, µM (titrated, usually from 46 µM), inactives show top-dose activity change, negative = inhibition, most hits filed as inhibitors; A549 ARE-Fluc reporter, luciferase luminescence, 18-24 h; hit rate 2.1% among 360,000; further: potency means the concentration at half of the fitted maximal effect; on the % scale 0 is the no-effect control and ±100 the full control effect; nearly all actives have a fitted effect of over 60% in size
#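 Cells were seeded and rested 2 h, then exposed to compounds for 18-24 h. CellTiter-Fluor was read first as a viability measure. BugLite was added 15 min before the final luminescent read of ARE-luciferase activity in A549 cells.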
# EPAC2 agonist: qHTS for Agonist of cAMP-regulated guanine nucleotide exchange factor 4 (EPAC2): primary screen | Rap guanine nucleotide exchange factor 4 (Homo sapiens), Q8WZA2 | EPAC2 activation, biochemical qHTS; response scale: 100% = 6.5 mM cAMP response | Potency, µM (highest dose often 154 µM), inactives show top-dose activation, actives largely listed as activators | hit rate 0.079% among 360,000 | AID 720711, 2013; further: potency means the concentration at half of the fitted maximal effect; nearly all actives have a fitted effect of over 50% in size
#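 qHTS, titration series. 100 nM EPAC2 / 250 nM Rap1B-BODIPY-GDP / 50 uM GDP; RT; ex 480/em 540 nm, 5-min reads to 30 min. Norm. to 6.5 mM cAMP = activation.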
# TGFb inhibitor: qHTS for Inhibitors of TGF-b. HepG2 CAGA-GFP TGF-b/SMAD3 reporter, GFP fluorescence, 18 h; TGF-beta stimulated, 500 pg/mL final. Potency, µM (series often up to 46.1 µM), inactives show at the highest dose activity, negative = inhibition, most hits filed as inhibitors. hit rate 1.2% among 410,000; further: potency means the concentration at half of the fitted maximal effect; on the % scale 0 is the no-effect control and ±100 the full control effect; nearly all actives have a fitted effect of over 65% in size
#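 Smad-responsive CAGA-GFP expression was quantified in HEPG2 cells exposed to compounds and 500 pg/mL final TGF-beta for 18 h at 37 degrees C; unstimulated wells defined full inhibition.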
# CCT chaperon mod: High-Throughput Screening for Modulators of Cytosolic Chaperonin Activity; purified chaperonin ATPase assay, HTRF ADP detection, 30 min; hit rate 0.3% among 360,000; activity change, % (test concentration not listed), hits read low; in the data active means activity change below about -30%; further: on the % scale 0 is the no-effect control and ±100 the full control effect
#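 Enzyme 40 or 20 nM (batch-dependent) in Tris pH 7.4/KCl/MgCl2/DTT; cpd 76 uM single point; ATP 10 uM; 30 min 37 °C; Transcreener ADP HTRF detection, 30 min RT; ratio 665/615.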
# * = called active by the depositor; i = inactive; ? = inconclusive; . = not tested or not shown; & = joins results of further samples; ! = not confirmed by another sample; [ ] = another dose, or the depositor's remark. Unless noted, the call rests on the fitted dose curve; in most records, active means well fitted curve in the direction sought with a large enough effect; inconclusive means small, poorly fitted or top-dose-only effect, or another doubt; inactive means no such curve, though single readings can be large; an effect the other way counts as inactive or inconclusive. This is a subset, so the mix of outcomes need not match the whole.
SMILES,Nrf2 activator,pAkt inh,Mm-Cpn inhibitor,A549 viability,EPAC2 antag,Nrf2 block,EPAC2 agonist,TGFb inhibitor,CCT chaperon mod
O=C(C1CCCO1)N(c1cccc(Cl)c1)C1C=CS(=O)(=O)C1 (centres undefined),0.1%,i,-1.7%,-5.7%,-2.8%,-3.9%,5.8%,-1.0%,-1.4
N#Cc1ccccc1NC(=O)CSc1cn[nH]n1,-0.2%,i,-1.6%,0.9%,-7.0%,1.7%,8.4%,25.2%,-1.3
CC1CC(C)CN(C(=O)CNS(=O)(=O)c2ccc(Br)s2)C1 (centres undefined),0.3%,i,1.2%,7.8%,9.4%,5.9%,-4.5%,2.0%,2.7
CCC(=O)N1CCc2cc(Br)cc(S(=O)(=O)N3CCCC(C(=O)Nc4ccc(CC)cc4)C3)c21 (centres undefined),-0.9%,.,.,1.1%,.,-13.8%,.,?,.
CN(C)c1nc(OCCOC(=O)COc2ccc(Cl)cc2Cl)nc(N(C)C)n1,-0.3%,i,0.7%,1.4%,-0.9%,16.7%,11.4%,-11.5%,0.6
C/C(=N/NC(=O)CNC(=O)C(c1ccccc1)c1ccccc1)c1ccco1,8.6%,i,-4.8%,-6.3%,-3.8%,?,6.9%,3.0%,-2.7
CCOc1ccccc1CNC(=O)C1CCN(c2nnc(C)c3c(C)n(-c4ccc(C)cc4)nc23)CC1,7.3%&7.6%,i,1.5%,?,5.5%,23.1µM*!,4.4%,11.2µM*,-0.6
C=CCNC(=O)Nc1ccc2oc(C)nc2c1,-0.8%,i,-4.4%,-2.6%,-1.8%,12.4%,4.4%,-8.7%,-1.5
O=C(COC(=O)c1cc(-c2ccco2)nc2ccccc12)NCc1ccccc1,24.9%,i,-2.1%,-4.6%,7.5%,-10.1%,-9.7%,11.1%,-0.6
CNCC(=O)N1CCN(c2ncc(C(F)(F)F)cc2Cl)CC1,1.6%,i,0.9%,-4.2%,1.1%,9.4%,14.9%,5.3%,-2.3
Cc1ccc(C(=O)N2CCN(CCNC(=O)C(=O)NC(C)C)CC2)cc1,-0.5%,i,1.0%,0.0%,2.9%,1.7%,8.5%,-5.2%,-8.9
COc1ccccc1/C=C/[C@@H]1C[C@H]2CN(Cc3cccc(Cl)c3)C(=O)[C@]23CCCN13,-0.2%,i,-9.3%,-5.7%,-15.4%,-8.7%,9.7%,?,0.5
COc1cc(C(=O)N/N=C/c2sc(N3CCOCC3)nc2-c2ccccc2)cc(OC)c1OC,0.5%,i,1.1%,-0.4%,15.4%,-15.0%,1.0%,35.1%[activator],-0.3
CCc1nn2c(=O)cc(COc3ccc(NC(=O)c4ccco4)cc3)nc2s1,-0.4%,i,-5.0%,7.1%,-1.7%,-10.2%,-2.9%,1.4%,0.0
CC1CCC(NC(=O)c2cc(Cl)nc3ccccc23)CC1 (centres undefined),10.3%,i,-0.5%,5.7%,3.2%,?,4.4%,28.2%,0.2
O=C(Nc1ccccc1)N1CCCN(c2ccc(C(F)(F)F)cn2)CC1,-0.4%,i,-0.6%,1.7%,1.1%,?,4.3%,-19.2%,1.2
CCCCN(CC)CCCNC(=O)CC1Nc2ccccc2NC1=O (centres undefined),-0.2%,i,0.0%,-4.1%,1.7%,-6.5%,8.5%,0.9%,-1.0
COc1ccc(-c2noc(C(C)n3nc(C)c([N+](=O)[O-])c3C)n2)cc1OC (centres undefined),2.2%,i,-0.7%,-3.0%,-8.4%,-25.7%,11.0%,0.9%,-2.4
C/C(=N\Nc1nnc(C)c(=O)[nH]1)C(=O)O,-0.1%,i,1.0%,-2.7%,2.9%,1.2%,10.7%,4.3%,-3.3
Cc1cc(OCC(=O)N2CCOCC2)c(C(C)C)cc1Cl,2.8%,.,1.0%,-0.7%,-0.6%,-31.3%,13.4%,-3.2%,-1.8
CC(C)(C)Nc1c(-c2cccs2)nc2ccccn12,3.5%,i,0.4%,0.4%,-22.5%,-24.0%,-17.7%,-19.9%,-1.8
O=C1c2ccccc2CN1CCNS(=O)(=O)c1ccc2ccccc2c1,-0.4%,i,-5.1%,0.5%,5.9%,11.6%,-3.1%,0.0%,-2.2
OCC1OC(n2cnc3c(NCCc4ccccc4)ncnc32)C(O)C1O (centres undefined),4.1%,i,.,-2.7%,-1.4%,2.9%,7.7%,-17.0%,0.1
COc1ccc2c(C)cc(N3CCOCC3)nc2c1,0.6%,i,-2.7%,4.3%,10.6%,?,-5.4%,-17.6%,-0.2
Brc1ccc2nc(-c3ccccc3)c(Nc3ccc4c(c3)OCO4)n2c1,3.8%,.,.,-1.6%,.,20.1%,.,-3.1%,.

# Copied from the list.
# Entry for CCCCN(CC)CCCNC(=O)CC1Nc2ccccc2NC1=O (centres undefined) under EPAC2 agonist: 8.5%
# Entry for C/C(=N\Nc1nnc(C)c(=O)[nH]1)C(=O)O under TGFb inhibitor: 4.3%

# Next section:
SMILES,Nrf2 activator,pAkt inh,Mm-Cpn inhibitor,A549 viability,EPAC2 antag,Nrf2 block,EPAC2 agonist,TGFb inhibitor,CCT chaperon mod
Fc1ccc(COc2cccc(CNCc3ccncc3)c2)cc1,3.1%,i,0.4%,-1.0%,-0.4%,14.6µM*,-1.0%,-19.8%,-0.3
O=C(Nc1cc(S(=O)(=O)N2CCCCCC2)ccc1OCC(F)(F)F)C1CCC1,-0.6%,i,-0.2%,7.9%,3.8%,0.8%,0.7%,-0.5%,0.2
Cc1cc(F)ccc1-c1cc(C(=O)NCc2ccccc2)[nH]n1,5.0%,i,.,.,13.6%,.,13.9%,33.3%,-0.2
O=S(=O)(Nc1ccc(S(=O)(=O)N2CCCCC2)cc1)c1cccs1,-0.4%,i,-0.5%,-1.6%,-0.9%,7.5%,4.9%,-8.5%,1.2
O=C(CC1Sc2ncnn2C1=O)Nc1ccc(Br)cc1 (centres undefined),8.8%,i,-8.4%,6.0%,0.7%,13.7%,7.0%,25.3%,0.9
Cn1c(=O)cc(SCC(=O)N2CCN(C(=O)c3ccco3)CC2)c2ccccc21,6.3%,i,2.4%,8.3%,-2.4%,-20.6%,7.8%,1.3%,1.4
CCOC(=O)C(CC)Sc1cc(C)nc2ccc(OC)cc12 (centres undefined),3.4%,i,-1.2%,9.0%,-6.4%,7.6%,0.6%,?,-0.4
CC(=O)C(C(c1ccccc1)c1c[nH]c2ccccc12)[N+](=O)[O-] (centres undefined),4.3%,i,-1.2%,-4.2%,?,-25.1%,10.7%,?,1.1
C=CCc1ccc(OCCCCN2CC(C)CC(C)C2)c(OC)c1 (centres undefined),-0.4%,i,1.7%,-1.1%,8.9%,27.3%,8.2%,-5.2%,1.3
CC1=C(C#N)C(NC(=O)c2ccccc2Cl)(C(F)(F)F)C(=O)N1 (centres undefined),0.2%&0.1%,i,-3.8%,-12.7%&-7.5%,-0.1%,-2.9%&7.2%,7.3%,-0.3%&4.3%,2.1
COc1cccc(/C=C/C(=O)OCC(=O)c2ccc[nH]2)c1,6.1%,i,.,.,-3.9%,.,-1.6%,-0.5%,-0.6
CC(C)CC(=O)N1CCC(O)(CS(=O)(=O)Cc2ccccc2Cl)CC1,0.1%,i,1.1%,-9.8%,-3.0%,10.0%,-3.7%,?,-3.5
O=C(CCS(=O)(=O)c1ccc(Br)cc1)Nc1cc(F)ccc1F,4.8%,i,1.8%,-3.9%,-0.4%,-0.8%,-10.8%,-26.5%,1.2
O=C(c1cc(-c2ccccc2)on1)N1CCc2ccccc2C1,25.6%,i,-2.4%,7.0%,-5.2%,?,14.9%,-7.5%,-5.3
CCN(CC)CCNC(=O)c1[nH]c2ccccc2c1Sc1ccc(Cl)cc1,8.5%,.,.,-0.7%,.,-20.0%,.,?,.
Cc1ccc(NC(=O)CCc2c(C)nc3ncnn3c2C)cc1Cl,0.8%,.,.,-0.2%,.,?,.,-12.4%,.
O=C(O)CC1c2ccccc2C=Cc2ccccc21,2.9%,i,0.8%,3.8%,1.6%,-5.5%,0.2%,-4.3%,-3.6
CCc1nnc(NC(=O)CSc2nnc(CNc3cccc(Cl)c3)n2CC)s1,0.1%,.,-1.5%,3.0%,4.9%,-18.8%,-2.0%,-17.6%,-1.4
COc1ccc(C(=O)NN2CC(O)=C(c3nc4ccccc4n3C)C2=N)cc1OC,0.3%,i,0.3%,7.0%,-0.5%,-1.8%,-0.2%,2.1%,1.0
COc1ccc(C(=O)C2CCCN(C(=O)c3cccnc3OC)C2)c(C)c1 (centres undefined),0.0%,i,1.9%,1.3%,-23.6%,-1.5%,0.3%,-7.6%,0.3
Nc1nonc1-n1nnc(C(=O)N/N=C/c2ccc(Br)cc2)c1CSC1=NCCS1,0.1%,i,0.1%,-15.8%,4.3%,?,0.4%,1.0%,-4.1
CC(C)(C)OC(=O)C[C@@H]1C/C=C\C[C@H](CC(=O)N[C@@H](CO)Cc2ccccc2)C(=O)N[C@H](Cc2ccccc2)COC1=O,0.0%,i,0.3%,-8.7%,37.3%[activator],1.6%,-9.6%,-9.7%,0.6
COc1ccccc1N(C(=O)CCl)c1cn(C(C)=O)c2ccccc12,?,i,0.3%,-1.5%,?,23.1µM*,9.1%,11.2µM*,1.4
Cc1nc(CCNC(=O)CC2C(=O)NCCN2Cc2ccccc2)sc1C (centres undefined),-0.8%,i,-6.6%,5.8%,1.9%,8.6%,0.2%,-0.3%,-3.7
